MLL CXXC-DNA inh: blocks binding of human MLL CXXC domain to DNA | Potency, µM (top dose mostly 115 µM), without a hit: top-dose activity change, negative = inhibition, most hits filed as inhibitors | Q03164 | MLL-CXXC / FITC-HOXA9 DNA fluorescence polarization | 290,000 tested, 0.037% active; active = well fitted inhibition curve with a large enough effect in the polarisation, with a control signal flat, not every such curve was filed as active; inconclusive = small, poorly fitted or top-dose-only effect, or effect the other way, or a change in a side signal; inactive = no such curve, though single readings can be large or run the other way; the % refers to the polarisation; also: potency is read from the fitted curve at half-maximal effect
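Fluorescence polarization: 7 uM MLL-CXXC (stock) preincubated 5 min with compounds, then 50 nM fluorescein-HOX-A9 DNA (stock) added; 30 min ambient. Buffer 50 mM Tris-HCl pH 7.5, 50 mM NaCl, 1 mM DTT, 0.05% BSA.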
MBNL1 CUG block: inhibitors of human MBNL1 binding to CUG repeat RNA; Q9NR56; TR-FRET MBNL1-His/biotin-(CUG)12 binding, 665/545 ratio; Potency, µM (series often up to 57.5 µM), for the others: at the top dose activity change, negative = inhibition, actives largely listed as inhibitors; 280,000 tested, 0.036% active; AID 2675; active = well fitted inhibition curve with a large enough effect in the signal ratio, with a control signal flat, not every such curve was filed as active; inconclusive = small, poorly fitted or top-dose-only effect, or effect the other way, or a change in a side signal; inactive = no such curve, though single readings can be large or run the other way; the % refers to the signal ratio; also: potency is read from the fitted curve at half-maximal effect; % is scaled to controls: 0 for no effect and ±100 for the full control effect
Target sequence (Q9NR56 whole entry, looked up): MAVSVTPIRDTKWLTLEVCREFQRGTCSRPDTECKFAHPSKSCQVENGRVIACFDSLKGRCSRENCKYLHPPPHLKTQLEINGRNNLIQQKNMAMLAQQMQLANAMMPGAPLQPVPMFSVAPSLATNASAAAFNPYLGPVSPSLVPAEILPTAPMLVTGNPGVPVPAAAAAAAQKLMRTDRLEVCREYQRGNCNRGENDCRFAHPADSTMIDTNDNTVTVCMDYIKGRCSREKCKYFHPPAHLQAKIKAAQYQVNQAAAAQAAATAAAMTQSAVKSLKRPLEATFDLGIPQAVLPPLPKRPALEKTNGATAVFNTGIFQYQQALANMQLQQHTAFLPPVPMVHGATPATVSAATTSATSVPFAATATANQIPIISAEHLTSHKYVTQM
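Ratiometric TR-FRET (665 over 545 nm, excitation 340 nm) tracks disruption of MBNL1-His/biotin-(CUG)12 complex after 60 min at room temperature, with compounds at 92 nM to 58 uM final.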
KCNH2 3.1 inh: blocks the human KCNH2 3.1 channel isoform; U2OS KCNH2 3.1, thallium flux FluxOr; stronger effect = lower value; activity change, % (tested at about 1.8 µM); 340,000 tested, 0.95% active; AID 720553;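 active = maximum activity change below -70%; inconclusive = maximum activity change from -70% to -50%; inactive = maximum activity change above -50%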;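 also: thallium influx rate constant from kinetic fluorescence after stimulation buffer; % is scaled to controls: 0 for no effect and ±100 for the full control effect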
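Thallium flux read-out: FluxOr dye with Red40 quencher in HBSS/HEPES, 45 min at RT. Rate constants from kinetic reads were normalized to positive and negative DMSO controls. Cells: U2OS virally expressing the 3.1 isoform.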
TRPV1 agonist: agonists of human vanilloid receptor 1 (TRPV1) | AID 540275 | 320,000 tested, 0.19% active | activation, % at 8.33 µM | TRPV1-expressing cells, Fluo-8 calcium influx, agonist mode; in the data active = activation above about 80%; inconclusive = between about 30% and that limit; also: 0% is about no effect
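TRPV1-expressing cells were cultured overnight at 35.5C and loaded with Fluo-8 calcium dye for 40 to 90 min at room temperature. After a 10 s baseline, compound was added and calcium influx was read kinetically for 3 min (ex 480/em 520 nm).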
FBPA coupling cs: coupling enzyme interference in Giardia aldolase counter-screen; AID 2472; coupling enzyme system counterscreen, AmpLite Red fluorescence; 290,000 tested, 0.67% active; activity change, negative = inhibition, % at 58.2 µM, hits read low; in the data active = activity change below about -30%; also: % is scaled to controls: 0 for no effect and ±100 for the full control effect
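Coupling enzymes only (glyceraldehyde-3-phosphate) + compound, at 57.5 uM final, 10 min RT; add substrate/coupling/AmpLite Red mix, 20 min RT; fluorescence ex 525/em 598 nm. Actives flag coupling-system interference.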
GALK inh: galactokinase (human) inhibition; 270,000 tested, 0.007% active; AID 1868; P51570; Potency, µM (series often up to 57.5 µM), for the others: at the highest dose activity change, negative = inhibition, hits mostly inhibitors; Purified GALK, Kinase-Glo residual ATP luminescence; also: potency is read from the fitted curve at half-maximal effect; % is scaled to controls: 0 for no effect and ±100 for the full control effect
Target sequence (P51570 whole entry, looked up): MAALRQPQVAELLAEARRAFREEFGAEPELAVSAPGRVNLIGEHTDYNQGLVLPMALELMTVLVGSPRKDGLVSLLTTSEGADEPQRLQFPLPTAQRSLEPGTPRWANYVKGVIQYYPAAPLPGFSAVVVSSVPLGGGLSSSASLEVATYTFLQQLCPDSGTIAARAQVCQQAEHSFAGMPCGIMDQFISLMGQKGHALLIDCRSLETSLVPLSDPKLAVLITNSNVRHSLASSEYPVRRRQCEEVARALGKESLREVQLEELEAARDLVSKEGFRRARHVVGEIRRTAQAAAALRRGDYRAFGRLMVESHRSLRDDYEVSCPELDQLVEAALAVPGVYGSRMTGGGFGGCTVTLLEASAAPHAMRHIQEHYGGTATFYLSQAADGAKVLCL
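Human GALK (5 nM) with 35 uM ATP and 100 uM galactose in 20 mM HEPES pH 8.0, 5 mM MgCl2, 60 mM NaCl, 1 mM DTT, 0.01% BSA. After 1 h at room temperature, leftover ATP was read by Kinase-Glo Plus luminescence.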
KCNH2 WT inh: inhibitors of human wildtype KCNH2 potassium channel | U2OS, BacMam KCNH2, thallium flux FluxOr; stronger effect = lower value | activity change, % at 1.84 µM | 340,000 tested, 0.37% active;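 active = maximum activity change below -70%; inconclusive = maximum activity change between -70% and -50%; inactive = maximum activity change above -50%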; also: % is scaled to controls: 0 for no effect and ±100 for the full control effect
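U2OS cells were transduced with wild-type KCNH2 virus (2.03 x 10^8 / mL) for 4 h at room temperature, then cultured overnight at 37 C. Thallium flux was read with FluxOr dye. Rate constants were normalized to DMSO controls.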
S-ASM inh: human S-ASM enzyme inhibition; placental ASM, HMU-PC fluorogenic substrate, 60 min; P17405; 340,000 tested, 0.006% active; AID 504937; Potency, µM (series often up to 57.5 µM), for the others: at the highest dose activity change, negative = inhibition, actives largely listed as inhibitors; also: potency is read from the fitted curve at half-maximal effect
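Fluorogenic HMU-PC substrate (9 uM final) is turned over by placental ASM in 60 min at 37 C after a 10 min compound preincubation. Reaction ended by alkaline stop (pH 10), with fluorescence read at 386/447 nm.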
a7 integrin act: activates integrin-mediated alleviation for muscular dystrophy; alpha7betagal myoblasts, beta-gal FDG fluorescence, 48 h; Potency, µM (series often up to 38.3 µM), without a hit: at the top dose activation, usual class: activators; 350,000 tested, 0.064% active; AID 624291;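 also: potency is read from the fitted curve at half-maximal effect; 100% = response of the positive control SU9516; nearly all actives have a fitted effect of over 60% in size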
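alpha7betagal+/- myoblasts (passage 13, 250/well) treated 48 h at 37C with compounds at 1:260 dilution of DMSO stock. Lysed, then beta-galactosidase activity read as FDG fluorescence (ex 480/em 540) after 30 min, with pre-read for autofluorescence.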
AT treatment: potential ataxia-telangiectasia treatment. […] A-T fibroblasts, KAP-1 phosphorylation AlphaLISA; neocarzinostatin DNA damage 30 min before lysis. Potency, µM (highest dose often 57.5 µM), for the others: at the top dose activation, actives largely listed as activators. 320,000 tested, 0.19% active. AID 485349; also: potency is read from the fitted curve at half-maximal effect; % of control where 0% means no effect; nearly all actives have a fitted effect of over 45% in size
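hTERT-immortalized A-T patient fibroblasts ([…]), 500 cells/well in OPTI-MEM, 1% FBS, got compounds for 60 min, then NCS for 30 min at 37C. Lysates were then assayed for phospho-KAP-1 by AlphaLISA (anti-pKAP1 donor, anti-KAP1 acceptor beads), 6 hr at 25C.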
* hit, by the source's call; & = joins results of further samples; [ ] = dose if it differs, or a comment. Unless noted, calls follow the shape of the dose curve; as a rule, active = well fitted curve in the direction sought with a large enough effect; inconclusive = small, poorly fitted or top-dose-only effect, or another doubt; inactive = no such curve, though single readings can be large; an effect the other way counts as inactive or inconclusive.

CS(=O)(=O)c1ccc(Cl)c(NC(=O)c2cccc(-n3cnnn3)c2)c1 was read as KCNH2 3.1 inh 5, TRPV1 agonist 1, KCNH2 WT inh -5, S-ASM inh -2%, a7 integrin act -11% and AT treatment 6%.
`O=S(=O)(c1ccccc1)c1nc(-c2ccccc2)oc1N1CCCCC1` gave MLL CXXC-DNA inh 8%, MBNL1 CUG block -4%, KCNH2 3.1 inh -3, TRPV1 agonist 0, FBPA coupling cs 5, GALK inh 2%, KCNH2 WT inh 0, S-ASM inh -2% and a7 integrin act -27%.
O=C(Nc1ccc2c(c1)C(=O)c1ccccc1-2)c1ccccc1 was read as KCNH2 3.1 inh 1, KCNH2 WT inh 2, S-ASM inh -3% and a7 integrin act 10%.
For CC1CCN(C(=O)/C=C/c2ccc(C(C)(C)C)cc2)CC1 the results were MLL CXXC-DNA inh 4%, MBNL1 CUG block -7%, KCNH2 3.1 inh -8, TRPV1 agonist 89*, FBPA coupling cs 2, GALK inh 3%, KCNH2 WT inh 3, S-ASM inh -1%, a7 integrin act 13% and AT treatment -1%.
Screening CCCCCCSc1nnc(-c2cnn(-c3ccccc3)c2-n2cccc2)n1C returned MLL CXXC-DNA inh -2%, MBNL1 CUG block -4%, KCNH2 3.1 inh 2, TRPV1 agonist 3, FBPA coupling cs -1, GALK inh 1%, KCNH2 WT inh 16, S-ASM inh -3%, a7 integrin act 6% and AT treatment 3%.
Screening CC(C)(C)c1nn2cnnc2n(/N=C/c2cccc3ccccc23)c1=O returned MLL CXXC-DNA inh 4%, MBNL1 CUG block inconclusive, KCNH2 3.1 inh -6, TRPV1 agonist 5, FBPA coupling cs -1, GALK inh -1%, KCNH2 WT inh 0, S-ASM inh -9%, a7 integrin act 10% and AT treatment 8%.
`CC12CCC(=O)N1C(C(=O)NNC(=O)c1ccccc1)CS2` (stereo not drawn) gave KCNH2 3.1 inh 2, TRPV1 agonist -4, KCNH2 WT inh 1, S-ASM inh 1%, a7 integrin act -17% and AT treatment -16%.
Screening O=C(CC(C(=O)O)C1CCCO1)NCCc1ccc2c(c1)OCO2 (stereo not drawn) returned MLL CXXC-DNA inh -1%, MBNL1 CUG block -7%, KCNH2 3.1 inh 22, TRPV1 agonist -2, FBPA coupling cs 0, GALK inh 0%, KCNH2 WT inh 4, S-ASM inh 1%, a7 integrin act -12% and AT treatment 4%.
Cc1occc1-c1nnc(SCC(=O)Nc2nc(-c3ccccc3)cs2)o1 was read as MLL CXXC-DNA inh -1%, MBNL1 CUG block 3%, KCNH2 3.1 inh -10, TRPV1 agonist -1, FBPA coupling cs 1, GALK inh 0%, KCNH2 WT inh 10, S-ASM inh 3% and a7 integrin act 0%.
`O=C(Nc1nc(-c2cc(F)ccc2F)cs1)c1ccccn1` gave MLL CXXC-DNA inh -21%, MBNL1 CUG block -2%, KCNH2 3.1 inh -9, TRPV1 agonist 8, FBPA coupling cs 3, GALK inh 5%, KCNH2 WT inh -3, S-ASM inh -1%, a7 integrin act -36% and AT treatment 30%.
For c1ccc(CCNc2nc(-c3ccccn3)cs2)cc1 the results were MLL CXXC-DNA inh 2%, MBNL1 CUG block 14%, KCNH2 3.1 inh -13, TRPV1 agonist inconclusive, FBPA coupling cs -8, GALK inh 1%, KCNH2 WT inh -5, S-ASM inh 3%, a7 integrin act -18% and AT treatment 4%.
For Cc1c(NC(=O)CSCc2c(F)cccc2Cl)c(=O)n(-c2ccccc2)n1C the results were MLL CXXC-DNA inh 21%, MBNL1 CUG block -3%, KCNH2 3.1 inh 3, TRPV1 agonist -1, FBPA coupling cs 1, GALK inh 8%, KCNH2 WT inh -4, S-ASM inh -2%, a7 integrin act 43% and AT treatment -5%.
`CCn1cc(C2=NOC(C(=O)O)C2)c(C)n1` (stereo not drawn) gave MLL CXXC-DNA inh -2%, MBNL1 CUG block 1%, KCNH2 3.1 inh -3, TRPV1 agonist -2, FBPA coupling cs -2, GALK inh -2%, KCNH2 WT inh 11, S-ASM inh 1%, a7 integrin act 5% and AT treatment 4%.
`O=C(c1ccccc1)N1CCSC1=S` gave MLL CXXC-DNA inh 128%[activator], MBNL1 CUG block 3%, KCNH2 3.1 inh 18, TRPV1 agonist -2, FBPA coupling cs 1, GALK inh 1%, KCNH2 WT inh 6, S-ASM inh -1%, a7 integrin act 0% and AT treatment -4%.
Cn1c(SCC(=O)c2ccccc2)nnc1-c1ccc(O)cc1 was read as MLL CXXC-DNA inh -1%, MBNL1 CUG block -3%, KCNH2 3.1 inh -31, TRPV1 agonist 0, FBPA coupling cs 5, GALK inh 0%, KCNH2 WT inh 2, S-ASM inh -7%, a7 integrin act -18% and AT treatment 0%.
O=C(N[C@@H](Cc1ccc(Br)cc1)C(=O)O)OCC1c2ccccc2-c2ccccc21 was read as MLL CXXC-DNA inh -16%, MBNL1 CUG block 0%, KCNH2 3.1 inh 10, TRPV1 agonist -2, FBPA coupling cs 7, KCNH2 WT inh 2, S-ASM inh 23%, a7 integrin act 16% and AT treatment 10%.
CC(C)CNC(=S)NC(=O)c1ccc([N+](=O)[O-])cc1 was read as MLL CXXC-DNA inh 3%, MBNL1 CUG block inconclusive, KCNH2 3.1 inh 11, TRPV1 agonist 3, FBPA coupling cs 1, GALK inh -1%, KCNH2 WT inh 37, S-ASM inh -3%, a7 integrin act -8% and AT treatment 5%.
Screening CCOC(=O)c1c(NS(=O)(=O)c2cccc(OC)c2)sc2c1CCC2 returned MLL CXXC-DNA inh 2%, MBNL1 CUG block 2%, KCNH2 3.1 inh 14, TRPV1 agonist 0, FBPA coupling cs 16, GALK inh -3%, KCNH2 WT inh -6, S-ASM inh -4%, a7 integrin act 18% and AT treatment -10%.
For C=CCC1CCCC(=O)N2CC[C@H](O)C12 (stereo partly drawn) the results were MLL CXXC-DNA inh 10%, MBNL1 CUG block -39%, KCNH2 3.1 inh -3, TRPV1 agonist -6, FBPA coupling cs 0&3, KCNH2 WT inh -13, S-ASM inh 3%, a7 integrin act 9% and AT treatment 12%.
For COc1ccc(S(=O)(=O)N2CCN(C(=O)c3cc(C)nc4ccccc34)CC2)cc1OC the results were KCNH2 3.1 inh -7, KCNH2 WT inh -6, S-ASM inh 8%, a7 integrin act 0% and AT treatment 16%.
`CCCCCC1CC(CC(=O)NC(=S)Nc2ccccc2Cl)C(=O)O1` (stereo not drawn) gave MLL CXXC-DNA inh 0%, MBNL1 CUG block -1%, KCNH2 3.1 inh 1, TRPV1 agonist -1, FBPA coupling cs -1, GALK inh -3%, KCNH2 WT inh 2, S-ASM inh -4%, a7 integrin act 7% and AT treatment 5%.
`COc1ccc(S(=O)(=O)N(CC(=O)N2CCN(C)CC2)c2ccccc2)cc1OC` gave MLL CXXC-DNA inh -11%, MBNL1 CUG block -14%, KCNH2 3.1 inh 3, TRPV1 agonist 5, FBPA coupling cs 5, GALK inh 3%, KCNH2 WT inh -12, S-ASM inh 6%, a7 integrin act 22% and AT treatment 11%.
`COc1ccc(N(CC(=O)NCCSCc2ccccc2Cl)S(C)(=O)=O)cc1Cl` gave MLL CXXC-DNA inh 0%, MBNL1 CUG block 3%, KCNH2 3.1 inh -74*, TRPV1 agonist -2, FBPA coupling cs 2, GALK inh -4%, KCNH2 WT inh -1, S-ASM inh 1%, a7 integrin act 6% and AT treatment -4%.
COc1ccc2nc(NC(=O)C(NS(=O)(=O)c3cccs3)C(C)C)sc2c1 (stereo not drawn) was read as MLL CXXC-DNA inh 21%, MBNL1 CUG block 81%[activator], KCNH2 3.1 inh -8, TRPV1 agonist 2, FBPA coupling cs -3, GALK inh 0%, KCNH2 WT inh 11, S-ASM inh -1%, a7 integrin act -9% and AT treatment 4%.
O=C1c2ccccc2C(=O)N1CCCCN(C(=O)c1cc2ccccc2oc1=O)c1ccc(F)cc1F was read as MLL CXXC-DNA inh -6%, MBNL1 CUG block 32%[activator], KCNH2 3.1 inh 1, TRPV1 agonist 0, FBPA coupling cs 2, GALK inh -2%, KCNH2 WT inh -18, S-ASM inh -1%, a7 integrin act -8% and AT treatment -18%.
`Cc1nc(N)ncc1C(=O)Nc1ccccc1` gave MLL CXXC-DNA inh 1%, KCNH2 3.1 inh 6, TRPV1 agonist -13, FBPA coupling cs 2, GALK inh 0%, KCNH2 WT inh 3, S-ASM inh 0%, a7 integrin act -36% and AT treatment 2%.
Screening CC(=O)c1cccc(NC(=O)C(=O)c2cn(CC(=O)N3CCCCC3)c3ccccc23)c1 returned MLL CXXC-DNA inh 1%, MBNL1 CUG block inconclusive, KCNH2 3.1 inh -2, TRPV1 agonist 21, FBPA coupling cs -6, GALK inh -1%, KCNH2 WT inh 3, S-ASM inh -5%, a7 integrin act 9% and AT treatment -1%.
For C/C(=N\NC(=O)CC#N)c1ccc(Oc2ccccc2)cc1 the results were MLL CXXC-DNA inh 8%, MBNL1 CUG block 10%, KCNH2 3.1 inh -12, TRPV1 agonist -1, FBPA coupling cs 1, GALK inh 6%, KCNH2 WT inh 5, S-ASM inh -8%, a7 integrin act -1% and AT treatment 0%.

Screening results from PubChem.

This is a random part of the collection, and some 2% of all compounds hit somewhere here.
